# Screening data from PubChem.
# UDG counterscr – counter-screen for AID inhibitors: uracil-DNA glycosylase inhibition | FRET deamination/UDG coupled assay, UDG read, 4 h | Potency, µM (series often up to 115 µM), for the others: top-dose activity change, negative = inhibition, most hits filed as inhibitors | 91,000 tested, 0.14% active | AID 1347430; note: nearly all actives have a fitted effect of over 65% in size
# AID inh – inhibitors of human activation induced cytidine deaminase; Q9GZX7; AID deamination FRET fluorescence, UDG-coupled, 4 h; Potency, µM (highest dose often 115 µM), for the others: at the highest dose activity change, negative = inhibition, most hits filed as inhibitors; 91,000 tested, 0.32% active; AID 1347428; note: nearly all actives have a fitted effect of over 25% in size
# Target sequence (Q9GZX7 whole entry, looked up): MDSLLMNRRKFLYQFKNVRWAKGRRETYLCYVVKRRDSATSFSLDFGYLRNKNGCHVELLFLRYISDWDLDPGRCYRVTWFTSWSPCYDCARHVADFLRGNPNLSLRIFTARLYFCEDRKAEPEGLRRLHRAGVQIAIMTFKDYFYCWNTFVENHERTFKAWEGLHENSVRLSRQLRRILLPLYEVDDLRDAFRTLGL
# The depositor's hits bear a star; ? = inconclusive; & = joins results of further samples; [ ] = dose if it differs, or a comment. Calls come from the whole dose curve; as a rule, active = well fitted curve in the direction sought with a large enough effect; inconclusive = small, poorly fitted or top-dose-only effect, or another doubt; inactive = no such curve, though single readings can be large; an effect the other way counts as inactive or inconclusive. % is set by controls: 0 for no effect and ±100 for the full control effect; potency is the fitted concentration of half-maximal effect. A portion of the library; count on the stated rates, not on these rows.
Compound,UDG counterscr,AID inh
COc1ccc(-c2cc(C(=O)Nc3c(C)nn(Cc4ccccc4C)c3C)no2)cc1,12%,-1%
Cc1ccc(CNc2ncnc3onc(-c4ccc(F)cc4)c23)cc1,3%,-10%
Cc1cc(Cl)ccc1NC(=O)CCS(=O)(=O)c1ccc2c(c1)CC(C)N2C(=O)C1CC1 (stereo not drawn),8%[57.5 µM],2%
COc1ccc(-c2cc(C(=O)Nc3cc(C)nn3-c3ccccc3)no2)cc1OC,0%,4%
COc1ccc2c(c1)CCc1c(C(=O)Nc3cnn(Cc4ccc(Cl)cc4Cl)c3)noc1-2,1%,10%
CCN(CC)S(=O)(=O)c1ccc(C)c(NC(=O)c2nn(-c3ccccc3)c(=O)c3ccccc23)c1,-4%,-9%
COc1ccc(Cn2nnc3c(=O)[nH]c(C4CCCN(C(=O)c5ccc(C)cc5)C4)nc32)cc1 (stereo not drawn),-14%,?
c1ccc(COc2ccc3[nH]ccc3c2)cc1,-13%,-2%
COc1ccc(OC)c(C2c3c(oc4ccc(C)cc4c3=O)C(=O)N2CCCN(C)C)c1 (stereo not drawn),5%,15%
CCS(=O)(=O)N1CC(=O)N(c2ccc(Cl)cc2C)C(C)(C(=O)NC2CCCCCC2)C1 (stereo not drawn),11%,1%
CC(=O)Nc1ccc(NC(=O)C(Cl)(Cl)Cl)cc1,2%,32%[activator]
COc1ccc(Cl)cc1Nc1nc2ccc(C(=O)c3ccccc3)cc2n2cnnc12,-7%,-11%
O=C(O)c1ccc(/C=C/C(=O)c2cc(Cl)ccc2Cl)cc1,2%,-11%
CC1CN(C(=O)Nc2ccc(C(=O)NCc3ccccc3F)cc2)c2ccccc2S1 (stereo not drawn),-3%,27%
COc1ccc(OC)c(NC(=O)C2CCN(S(=O)(=O)c3ccc(C)cc3)CC2)c1,-4%,22%
CC(N)(Cc1ccc(O)cc1)C(=O)O (stereo not drawn),-4%,-1%
CCc1ccc(CNC(=O)C(=O)c2c(C)[nH]c3ccccc23)cc1,3%,1%
COc1ccc(F)cc1NC(=O)C1CCN(c2nc(-c3ccc(OC)c(OC)c3)no2)CC1,-16%,-12%
COc1ccc(-c2nc(CSCC(=O)N3CCN(c4ccc(F)cc4)CC3)c(C)o2)cc1,-11%,-29%
CC(NC(=O)c1c2c(nc3ccccc13)C(=O)N(C1CCCCC1)C2)c1ccccc1 (stereo not drawn),?,-8%
COc1ccc(OC)c(C2C(C(=O)Nc3ccc(C)cc3C)=C(C)Nc3c(C(=O)Nc4ccc(F)cc4)cnn32)c1 (stereo not drawn),-9%,?
COc1ccc(-n2ccnc(NCc3ccc(C)cc3)c2=O)cc1OC,14%,9%
Cc1[nH]c(-c2ccccc2)nc1C(=O)O,-2%,-1%
Cc1ccc(C(=O)OCC(=O)c2cc(C)ccc2C)cc1,2%,16%
CCc1nnc(SCC(=O)Nc2ccc(Cl)c(Cl)c2)n1-n1cccc1,4%,5%
COc1ccc(OC)c(S(=O)(=O)Nc2cc3c(cc2C)n(C)c(=O)c(=O)n3C)c1,7%,12%
CC(C)(C)c1noc(Cn2cnc3ccc(Cl)cc3c2=O)n1,-11%,-1%
O=C(c1ccc(Cl)cc1)c1ccccc1C(=O)N1CCN(C(=O)CC2CCCC2)CC1,-7%,-2%
CCCc1cc(=O)[nH]c(Nc2cc(C)cc(C)c2)n1,12%,179%[activator]
COc1ccc(C2=CC(c3ccc(N(C)C)cc3)n3nnnc3N2)cc1 (stereo not drawn),2%,-2%
O=C(Nc1ccc(S(=O)(=O)Nc2cnc3ccccc3n2)cc1)c1cccc(OC(F)F)c1,5%,9%
Cc1ccc(CSC2=Nc3ccccc3C3=NC(CCC(=O)NCc4cccs4)C(=O)N23)c(C)c1 (stereo not drawn),18%,-5%
COc1cc2c(cc1OC)C(COc1ccc3c(C)cc(=O)oc3c1)N(C(=O)c1ccccc1F)CC2 (stereo not drawn),-15%,-13%
O=C(O)c1cc(Br)ccc1I,-6%,-5%
C=CCN1C(=O)COc2ccc(NC(=O)c3cc(=O)c4cc(Cl)ccc4o3)cc21,-7%,-8%
O=C(Nc1ccc2ccccc2n1)c1ccc(S(=O)(=O)N2CCCCC2)cc1,7%,11%
CCOc1ccccc1-n1c(C)nc2cc(C(=O)O)ccc21,29%,-1%
O=C(NCc1ccccc1Cl)c1nnc(Cc2cccc(F)c2)o1,-1%,4%
Cc1ccc(Cn2cc3c(n2)-c2c(oc(C(=O)Nc4ccc(F)cc4F)c2C)CC3)cc1,-1%[57.5 µM],68%[activator]
Cc1nnc(N2CCN(c3ccc(Cl)cc3)CC2)c2c1nnn2Cc1ccc(F)cc1,-8%,-5%
Cc1cc(Cl)ccc1S(=O)(=O)NCCCC(=O)O,3%,6%
COc1cc(C2NC(=O)NC(C)=C2C(=O)Nc2cc(C)cc(C)c2)ccc1O (stereo not drawn),11%,-8%
Cc1ccc(-c2cc(C(=O)Nc3cc([N+](=O)[O-])ccc3C)no2)cc1F,6%,-2%
O=S(=O)(NCc1ccccc1)c1ccc2[nH]c3c(c2c1)CCCCC3,-6%,-12%
Cc1cccc(C(=O)N/N=C/c2ccc(N(C)C)cc2)c1,7%,-1%
C=CCNC(=O)COCC(=O)O,3%,8%
CCCCOC(=O)C[N+](C)(C)CCOC1CC2CCC1(C)C2(C)C (stereo not drawn),0%,-3%
Cc1ccc(Cl)cc1NC(=O)c1ccc(-c2nc(CSc3ccccc3)c(C)o2)cc1,-15%,-5%
C/C(=N\NC(N)=S)C1CCCCCCCCCCC1,-3%,0%
O=C(NCC(c1cccnc1)N1CCc2ccccc2C1)C(=O)Nc1ccccc1F (stereo not drawn),28%,117%[activator]
CC(C)c1ccc(NC(=O)Cn2c(=O)n(CCc3ccccc3)c(=O)c3ccccc32)cc1,-2%,?
CCc1nnc(SCC(=O)Nc2ccc(OC)c(OC)c2)c2cc3occc3n12,3%,?
CCc1ccc(N(CC(=O)Nc2ccccc2C(=O)NCC2CCCO2)S(C)(=O)=O)cc1 (stereo not drawn),3%,-1%
Cc1cccc(C)c1NC(=O)COC(=O)Cn1cnc2c1c(=O)n(C)c(=O)n2C,1%,-10%
COC(=O)C1=C(CN2CCN(C)CC2)NC(=O)NC1c1ccc(C)cc1 (stereo not drawn),4%,-4%
Cn1cnc(S(=O)(=O)N2CCC(C(=O)NCc3ccccc3Cl)CC2)c1,-9%,4%
Oc1ccc(C2(c3ccc(O)cc3)CCCC2)cc1,-6%,-7%
O=C(c1cc(-c2ccc(F)cc2)nc2ccccc12)N1CCN(Cc2ccncc2)CC1,2%,-7%
Cc1ccc(C)c(NC(=O)Cn2nnc(C(=O)NCc3ccccc3Cl)c2N)c1,-10%,-8%
Cc1ccc2[nH]c(=O)c3cc(C(=O)NCc4cccc(Cl)c4)sc3c2c1,-2%,-13%

# Some of these compounds in order of their number in AID inh, lowest first.
structure,AID inh
Cc1cccc(C)c1NC(=O)COC(=O)Cn1cnc2c1c(=O)n(C)c(=O)n2C,-10%
COc1cc(C2NC(=O)NC(C)=C2C(=O)Nc2cc(C)cc(C)c2)ccc1O (stereo not drawn),-8%
Cc1nnc(N2CCN(c3ccc(Cl)cc3)CC2)c2c1nnn2Cc1ccc(F)cc1,-5%
Cn1cnc(S(=O)(=O)N2CCC(C(=O)NCc3ccccc3Cl)CC2)c1,4%
Cc1cc(Cl)ccc1S(=O)(=O)NCCCC(=O)O,6%
O=C(Nc1ccc2ccccc2n1)c1ccc(S(=O)(=O)N2CCCCC2)cc1,11%

# New compounds follow
Compound,UDG counterscr,AID inh
COc1ccccc1-c1nnc(SCC(=O)c2ccc(Cl)cc2)n1-c1ccccc1,-9%,-3%
Cc1cc(NCCNc2ccc(C#N)cn2)nc(C)n1,-10%,-5%
Cc1ccn2c(=O)cc(CSc3ccc4ccccc4n3)nc2c1,3%,-4%
Cc1[nH]c2ccccc2c1C(=O)COC(=O)c1ccccn1,6%,-2%
COCCOC(=O)c1oc2c(c1C)C(=O)CC(c1ccco1)C2 (stereo not drawn),-2%,-3%
COC(=O)c1c(NC(=O)CCCOc2ccc(C)cc2)sc2c1CCCC2,?,30%
CN(C)CCn1cc(C(=O)c2cc(F)ccc2O)cc1-c1nc2ccccc2c(=O)[nH]1,-2%,31%[activator]
N#Cc1ccccc1CSc1nnc2ccc3ccccc3n12,-7%,-9%
COc1cccc(CNC(=O)CSc2c3c(nc4ccc(Cl)cc24)CCCC3)c1OC,-11%[57.5 µM],-25%
O=S(=O)(NCCc1nnc2ccc(SCc3ccccc3Cl)nn12)c1ccccc1,34%[activator],?
O=c1cc(CN2CCN(CCO)CC2)c2cc(Cl)c(O)cc2o1,1%&-2%,2%&-3%
COc1ccc(-c2cc3nc(C)c(CCC(=O)NC4CCCCC4)c(C)n3n2)c(OC)c1,7%,0%
CCc1ccc(-n2nc3ccc(NC(=O)c4cc5ccccc5o4)cc3n2)cc1,2%[57.5 µM],30%[activator][57.5 µM]
COc1ccccc1CNC(=O)CCCn1c(=O)c2ccccc2n(Cc2ccccc2C#N)c1=O,-15%,-6%
CCOCN(C(=O)Cn1c(C)nc2ccccc21)c1c(C)cccc1CC,-6%,4%
Clc1ccc(C2=Nn3c(nnc3-c3ccccn3)SC2)cc1,-11%,-8%
O=C(CSc1ncc2c(n1)-c1ccccc1N(Cc1ccc(F)cc1)S2(=O)=O)c1ccc(Br)cc1,-6%,102%[activator]
COc1cccc(N2CCN(C(=O)c3ccc4c(=O)n(CCc5ccccc5)c(=O)[nH]c4c3)CC2)c1,-5%,-7%
CC(Sc1ccccc1Cl)C(=O)NCCC(=O)N1CCCCC1 (stereo not drawn),4%,-1%
Nc1c(C(=O)Nc2ccccc2Br)sc2nc(-c3cccs3)ccc12,5%,9%
O=C(/C=C/c1ccc(Cl)cc1)Nc1nc(-c2cccs2)ns1,0%[57.5 µM],10%
O=C(CSc1nnnn1-c1ccccc1)c1ccc(Cl)s1,-3%,-12%
CCOC(=O)CC(NC(=O)c1cc2cc(Br)cc(OC)c2oc1=O)c1ccc(OC)cc1 (stereo not drawn),1%,16%
CCCCn1cc(S(=O)(=O)c2ccc(OC)cc2)c(=O)c2cc(F)c(N3CCOCC3)cc21,3%,?
O=C(Cn1c(=O)oc2cc(S(=O)(=O)N3CCCC3)ccc21)NCc1ccc(Cl)cc1,-13%,-11%
CN(C(=O)c1cccc(Cl)c1)C1CCCCC1,6%,-2%
CC(C)(C)c1cc(C(=O)OCC(=O)NC(c2ccccc2)c2ccccc2)cc(C(C)(C)C)c1,-7%,-1%
C=CC[C@H]1CC=C[C@H](CC=C)[N+]1(C)C,-11%&7%,7%&-3%
O=C(CSc1nc(-c2ccc(F)cc2)cc(C(F)(F)F)n1)NC1CCCCC1,-2%,-16%
O=C(NCCc1ccccc1)c1ccc2c(c1)N(Cc1ccccc1Cl)C(=O)c1ccccc1S2,-9%[57.5 µM],-22%

# The closing two records of the section above open the next one.
Compound,UDG counterscr,AID inh
O=C(CSc1nc(-c2ccc(F)cc2)cc(C(F)(F)F)n1)NC1CCCCC1,-2%,-16%
O=C(NCCc1ccccc1)c1ccc2c(c1)N(Cc1ccccc1Cl)C(=O)c1ccccc1S2,-9%[57.5 µM],-22%
CCc1ccccc1NC(=O)CSc1nc2cc(C(F)(F)F)ccc2s1,-12%,-9%
O=C(CC1N=C2c3ccccc3N=C(SCc3ccccc3F)N2C1=O)NCc1cccs1 (stereo not drawn),0%,10%
CCc1ccc(-c2cc(C(F)(F)F)on2)cc1S(=O)(=O)NCc1ccccc1,-3%,-7%
Cc1ccccc1NC(=O)c1ccc(F)c(S(=O)(=O)N2CCc3ccccc3C2)c1,-6%,30%
COc1ccc(C2NC(=S)NC(C)=C2C(C)=O)c(OC)c1 (stereo not drawn),-2%,-1%
CCCc1cc(=O)oc2cc(C)cc(OCC(=O)NCCCO)c12,7%,2%
CCOC(=O)c1scc(-c2ccccc2)c1S(=O)(=O)Nc1cc(C)cc(C)c1,6%,-2%
Cc1ccccc1CN1C(=O)c2ccccc2Sc2ccc(C(=O)NCCc3ccccc3)cc21,-15%[57.5 µM],?
COCCCNC(=O)C1CCCCC1,1%,2%
O=C(NCC(c1ccco1)S(=O)(=O)c1cccs1)c1ccc(F)c(F)c1 (stereo not drawn),-5%,-8%
Cc1ccc(Sc2cc(C)nc(N)n2)cc1,1%,7%
COc1ccccc1NC(CC(=O)c1ccccc1)C(=O)OCC(=O)c1ccc(Br)cc1 (stereo not drawn),0%,9%
CC(C)C(=O)Nc1ccc2[nH]cc(C(C(=O)O)N3CCN(c4ccccc4)CC3)c2c1 (stereo not drawn),-7%,-13%
COc1cc(NC(=O)c2cc3cc4cc(OC)ccc4nc3o2)cc(OC)c1,1%,1%
CCN1CC(CN(C)Cc2nc(Cc3ccccc3)no2)Oc2ccccc21 (stereo not drawn),-7%,-5%
CCc1ccccc1NC(=O)C1=C(C)C(=O)OC12CCCCCC2,-20%,9%
CCc1ccccc1NC(=O)CCNS(=O)(=O)c1ccc2c(c1)CCCC(=O)N2,9%,11%
COc1cccc(CNC(=O)CN(c2ccc(C(C)C)cc2)S(=O)(=O)c2c(C)noc2C)c1,-8%,1%
Cn1c(=O)[nH]c(=O)c2c1nc(SCCO)n2Cc1cccc(Br)c1,3%,-5%
COCCn1c(=N)c(C(=O)NCC2CCCO2)cc2c(=O)n3ccccc3nc21 (stereo not drawn),7%,239%[activator]
